# BAZ2B block – inhibitors of human BAZ2B bromodomain. Q9UIF8. AlphaScreen BAZ2B-H3K14Ac peptide displacement. Potency, µM (highest dose often 114 µM), without a hit: at the top dose activity change, negative = inhibition, actives largely listed as inhibitors. 360,000 compounds, 4.4% hits. AID 504333; further: potency means the concentration at half of the fitted maximal effect; on the % scale 0 is the no-effect control and ±100 the full control effect; nearly all actives have a fitted effect of over 60% in size
#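 BAZ2B (50 nM) with biotin-H3(5-23)K14Ac peptide (50 nM) in PBS pH 7.4, 0.01% Tween-20, preformed 30 min, then compound 30 min at room temperature; top concentration 110uM. AlphaScreen streptavidin donor/nickel chelate acceptor beads (10 ug/mL final), 20 min dark, signal read.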
# GLS inh – inhibitors of human glutaminase (GLS) | O94925 | GLS enzymatic activity, qHTS titration | Potency, µM (top dose mostly 45.5 µM), for the others: top-dose activity change, negative = inhibition, usual class: inhibitors | 410,000 compounds, 0.21% hits; further: potency means the concentration at half of the fitted maximal effect; on the % scale 0 is the no-effect control and ±100 the full control effect
#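 Enzyme dispensed in phosphate buffer (45 mM, pH 8.2, 0.02% Tween-20), compounds pinned in, then 1 mM L-glutamine solution and the glutamate oxidase–HRP–Amplex Red mix added; fluorescence read immediately and again after 30 min at room temperature.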
# G9a block – inhibitors of human histone lysine methyltransferase G9a; G9a H3K9 monomethylation, AlphaScreen, 2 h; Potency, µM (doses to about 102 µM), without a hit: at the top dose activity, negative = inhibition, usual class: inhibitors; 350,000 compounds, 8.8% hits; further: potency means the concentration at half of the fitted maximal effect; on the % scale 0 is the no-effect control and ±100 the full control effect; nearly all actives have a fitted effect of over 75% in size
#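 Signal arises when biotinylated H3K9 peptide, once monomethylated, bridges streptavidin donor and antibody-captured acceptor beads. Enzyme at 20 nM was preincubated 15 min with test compounds; peptide 500 nM and SAM 20 uM then reacted for 2 h.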
# ALOX12 inh – blocks human arachidonate 12S-lipoxygenase. P18054. purified 12hLO, xylenol orange hydroperoxide absorbance. Potency, µM (series often up to 108 µM), for the others: at the top dose activity change, negative = inhibition, hits mostly inhibitors. 580,000 compounds, 1.1% hits; further: potency means the concentration at half of the fitted maximal effect; on the % scale 0 is the no-effect control and ±100 the full control effect
#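 Purified human 12hLO at 150 nM in 25 mM Hepes, 0.01% Triton X-100, pH 7.0, preincubated 15 min at room temperature with compound. Reaction started with 40 uM arachidonic acid, 30 min at room temperature. Hydroperoxide measured by Fe-xylenol orange, 573/405 nm absorbance ratio.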
# HP1b chromo inh – HP1-beta chromodomain-methylated histone interaction inhibition; P83916; 390,000 compounds, 0.56% hits; Potency, µM (highest dose often 114 µM), for the others: at the top dose activity change, negative = inhibition, usual class: inhibitors; AlphaScreen HP1-beta / biotin-H3K9me3 peptide binding; further: potency means the concentration at half of the fitted maximal effect; nearly all actives have a fitted effect of over 70% in size; inactives centre near 23
#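 AlphaScreen: HP1-beta (50 nM) preformed 30 min with biotin-H3(1-18)K9me3 peptide (50 nM) in PBS pH 7.4, 0.01% Tween-20. Compound added for 30 min at RT, then streptavidin donor/nickel chelate acceptor beads (10 ug/mL) for 30 min.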
# ERG-DNA inh – blocks human ERG Ets domain binding to DNA; AID 624246; P11308; 370,000 compounds, 0.028% hits; Potency, µM (doses to about 76.9 µM), for inactives: at the top dose FP activity, negative = inhibition, most hits filed as inhibitors; fluorescence polarization, His-ERG Ets domain / labelled DNA; active means well fitted inhibition curve with a large enough effect in the polarisation, with a control signal flat; inconclusive means small, poorly fitted or top-dose-only effect, or effect the other way, or a change in a side signal; inactive means no such curve, though single readings can be large or run the other way; the % refers to the polarisation;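 further: polarization taken with two DNA probes labelled with fluorescein and Texas red; potency means the concentration at half of the fitted maximal effect; % of control where 0% means no effect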
# Target sequence (P11308 whole entry, looked up, the tested form may be a part): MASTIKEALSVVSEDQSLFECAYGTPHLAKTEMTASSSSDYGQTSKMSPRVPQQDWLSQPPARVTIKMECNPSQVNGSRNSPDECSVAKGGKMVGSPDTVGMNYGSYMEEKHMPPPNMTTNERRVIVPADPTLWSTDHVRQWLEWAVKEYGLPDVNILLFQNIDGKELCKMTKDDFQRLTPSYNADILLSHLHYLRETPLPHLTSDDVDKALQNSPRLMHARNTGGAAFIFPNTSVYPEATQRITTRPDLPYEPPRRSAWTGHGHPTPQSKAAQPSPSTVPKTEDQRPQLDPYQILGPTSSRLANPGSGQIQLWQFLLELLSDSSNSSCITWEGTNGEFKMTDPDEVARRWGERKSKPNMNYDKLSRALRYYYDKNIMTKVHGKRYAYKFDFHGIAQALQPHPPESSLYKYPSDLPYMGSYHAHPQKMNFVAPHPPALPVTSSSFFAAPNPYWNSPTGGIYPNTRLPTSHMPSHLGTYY
#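 His-tagged ERG Ets domain (1 uM in the protein solution; 300mM KCl, 50mM Tris-HCl, 1mM EDTA, 1mM DTT, pH 7.5) received compound, then a probe mix of 5 nM fluorescein-DNA and 100nM Texas-615-DNA. Fluorescence polarization was read for both dyes.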
# RGS4 inh – blocks human RGS4-accelerated GTP hydrolysis; Potency, µM (titrated, usually from 114 µM), for inactives: top-dose activity change, negative = inhibition, most hits filed as inhibitors; AID 504845; 390,000 compounds, 0.039% hits; Transcreener GDP fluorescence polarization, RGS4-accelerated GTP hydrolysis; further: potency means the concentration at half of the fitted maximal effect; on the % scale 0 is the no-effect control and ±100 the full control effect; nearly all actives have a fitted effect of over 75% in size; some results filed as inactive show a strong effect at the top dose
#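 MLSMR compounds (23 nl, pin-transferred) preincubated 10 min at room temperature with a 500nM (2x) first reagent, then RGS4 at 900nM (2x) plus Transcreener GDP mix added; fluorescence polarization (620/688 nm) read before and after 90 min at 30 °C.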
# JMJD2A Tudor – blocks the human JMJD2A Tudor domain; O75164; AlphaScreen JMJD2A-Tudor / H3K4me3 peptide binding; Potency, µM (series often up to 114 µM), without a hit: at the top dose activity change, negative = inhibition, most hits filed as inhibitors; 390,000 compounds, 4.4% hits; AID 504339; further: potency means the concentration at half of the fitted maximal effect; on the % scale 0 is the no-effect control and ±100 the full control effect; nearly all actives have a fitted effect of over 50% in size
# PI4K2A block – blocks human PI4K2A kinase activity; 420,000 compounds, 0.13% hits; activity change, negative = inhibition, % at 76.9 µM; purified PI4K2A, ADP-Glo luminescence, 1 h; hits give low values; Q9BTU6; in the data active means activity change below about -50%; inconclusive means mostly about -30% to -49%;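 further: -100% = wells without enzyme as full effect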
# Target sequence (Q9BTU6 whole entry, looked up): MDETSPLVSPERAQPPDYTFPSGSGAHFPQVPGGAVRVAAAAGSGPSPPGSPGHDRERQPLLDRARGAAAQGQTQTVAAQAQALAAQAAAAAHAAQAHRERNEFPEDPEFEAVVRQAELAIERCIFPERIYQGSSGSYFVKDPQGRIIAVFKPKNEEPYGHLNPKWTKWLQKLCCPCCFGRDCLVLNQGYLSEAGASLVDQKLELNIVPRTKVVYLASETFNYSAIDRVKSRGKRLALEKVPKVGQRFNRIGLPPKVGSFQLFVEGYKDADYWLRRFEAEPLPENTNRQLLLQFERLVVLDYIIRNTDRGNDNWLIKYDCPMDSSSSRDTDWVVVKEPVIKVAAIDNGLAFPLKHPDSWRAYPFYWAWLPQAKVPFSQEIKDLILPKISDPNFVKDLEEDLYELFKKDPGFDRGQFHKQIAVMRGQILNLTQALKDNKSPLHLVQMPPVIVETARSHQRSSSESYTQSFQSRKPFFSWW
#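 Compounds are screened against recombinant PI4K2A using PI as substrate and ATP, the latter dispensed at 300 microM. Reactions run one hour at ambient temperature before ADP-Glo detection; full inhibition defined by wells lacking enzyme.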
# Active calls of the source: *; i = inactive; ? = inconclusive; nt = no result given; & = joins results of further samples; [ ] = dose if it differs, or a comment. Unless noted, the call rests on the fitted dose curve; in most records, active means well fitted curve in the direction sought with a large enough effect; inconclusive means small, poorly fitted or top-dose-only effect, or another doubt; inactive means no such curve, though single readings can be large; an effect the other way counts as inactive or inconclusive. Some of the compounds tested. The share of hits here may be higher or lower than overall.
SMILES,BAZ2B block,GLS inh,G9a block,ALOX12 inh,HP1b chromo inh,ERG-DNA inh,RGS4 inh,JMJD2A Tudor,PI4K2A block
CCCC(=O)C1=C(O)C(C(=O)OC)C(C)(C)CC1=Nc1ccc(Br)cc1 (configuration not stated),-1%,6%,80%[activator],i,15%,-5%,-24%,-7%,3
Clc1ccc(OCCCc2nc(-c3cccnc3)no2)c(Cl)c1,60%[activator],0%,137%[activator],-25%,99%[activator],-1%,5%,55%[activator],-1
CCCc1cc(=O)[nH]c(SCC(=O)Nc2ccc(S(=O)(=O)N3CCCC3)cc2)n1,nt,-2%,nt,-14%,13%[57 µM],2%,-6%,-16%,-2
Cc1ccc(C)c(NC(=O)CN(C)S(=O)(=O)c2cccc3nsnc23)c1,nt,-7%,-1%[59 µM],-23%,48%[activator],-9%,5%,-26%,-1
COc1ccc2oc(C(=O)OCC(=O)N(C)C3CCCCC3)c(C)c2c1,-31%,-5%,-33%,-22%,49%[activator],-9%,8%,-20%,0
O=C(/C=C/c1ccco1)Nc1ccc(-c2nc3ccccc3[nH]2)cc1,?,-1%,40µM*,-21%,6%,15%,?,-3%,-7
CC(=O)Nc1ccc2c(c1)N(S(=O)(=O)c1cccs1)CCC2,3%,2%,8%,-7%,15%,-3%,-16%,-10%,5
CC(C(=O)Nc1ncc([N+](=O)[O-])s1)N1C(=O)c2ccccc2S1(=O)=O (configuration not stated),-36%,4%,11µM*,-15%,-9%,-2%,-50%,20µM*,-7
CC(C)(C)NC(=O)C(c1ccco1)N(C(=O)Cn1nnc(-c2ccc(F)cc2)n1)c1cccc(F)c1 (configuration not stated),4%,1%,-4%[59 µM],-1%,4%,2%,-15%,-30%,10
COc1ccc(Br)cc1-c1noc(-c2ccccc2)n1,3%,0%,0%[59 µM],393%[activator],43%[activator],5%,-20%,2%,2
CCOC(=O)c1c(C)c(C(=O)NCCN2CCOCC2)c(C)n1CC,-26%,7%,-8%[59 µM],9%,7%,1%,-17%,-9%,0
CCN(CC)C(=O)c1sc2c(c1C)c(=O)n(CCc1ccccc1)c(=O)n2Cc1cc(C)ccc1C,0%,3%,10%[59 µM],-24%,15%,0%,5%,-25%,0
CCC(CC)C(=O)Nc1ccc(OCc2cc(=O)n3ccsc3n2)cc1,-5%,0%,8%[59 µM],-7%,14%,0%,5%,-20%,0
Cc1cccc(NC(=O)CSc2nnnn2C2CCCC2)c1,-1%,-16%,17%,-10%,1%,3%,30%,-4%,4
Cc1c(CCOC(=O)CC23CC4CC(CC(C)(C4)C2)C3)sc[n+]1Cc1ccc([N+](=O)[O-])cc1,-36%,-1%&-13%,9%[59 µM],?,22%&11%,-6%&1%,-10%&-5%,-19%&-34%,-3&2
O=C(CC(=O)NC1CCCCC1)N/N=C/c1ccc(Cl)cc1,1%[57.1 µM],8%,-18%[12.7 µM],-10%,5%,-9%,2%,-5%,0
CCn1c(=O)c(C(=O)Nc2ccccc2)c(O)c2ccccc21,6%,0%,nt,?,39%[activator],-11%,20%,10%,-2
Cc1ccnc(NC(=O)CN2C(=O)c3ccccc3S2(=O)=O)c1,5%,-9%,?,-15%,28%,0%,-4%,2%,-3
Cc1ccc(S(=O)(=O)N2CCN(C(=O)CN3C(=O)NC(C)(c4ccc(Cl)cc4)C3=O)CC2)c(C)c1 (configuration not stated),nt,3%,nt,2%,12%,-2%,-2%,-24%,2
CC1CCC(NC(=O)c2cccc(S(=O)(=O)N3CCN(C)CC3)c2)CC1 (configuration not stated),8%,-14%,?,-4%,29%,-7%,-24%,-12%,6
O=C(CCSc1ccccc1)N1CCN(C(=O)c2ccco2)CC1,6%,2%,-7%[59 µM],3%[57.4 µM],20%,2%,0%,-17%,4
CCC(=O)Nc1ccccc1-c1nc2ccccc2[nH]c1=O,-13%,-18%,?,2%,23%,-20%,-2%,3%,-4
Oc1ccc(NCc2cccc(OCc3ccccc3)c2)cc1,-29%,25%,13µM*,i,?,?,-51%,50µM*,?
CC(C(=O)N1c2ccccc2Sc2ccccc21)n1nnc(-c2cccs2)n1 (configuration not stated),0%,12%,-35%[12.7 µM],-8%,21%,nt,23%,-11%,-2
COc1ccc(C2=NN(C(=O)c3ccccc3)C(c3ccc(OC)c(OC)c3)C2)c(O)c1 (configuration not stated),-26%,?,71µM*,53%[activator],-7%,1%,-5%,-33%,8

# Taken from above:
# GLS inh with CCOC(=O)c1c(C)c(C(=O)NCCN2CCOCC2)c(C)n1CC : 7%
# BAZ2B block with Clc1ccc(OCCCc2nc(-c3cccnc3)no2)c(Cl)c1 : 60%[activator]

# Further results
SMILES,BAZ2B block,GLS inh,G9a block,ALOX12 inh,HP1b chromo inh,ERG-DNA inh,RGS4 inh,JMJD2A Tudor,PI4K2A block
O=C(COc1ccc2c3c(c(=O)oc2c1)CCCC3)NCc1ccccn1,-17%,1%,nt,0%,25%,-8%,11%,-17%,7
Cc1c(Cl)cccc1N(CC(=O)NC(C)c1ccccc1)S(C)(=O)=O (configuration not stated),7%,3%,18%,10%,6%,5%,0%,-15%,2
CCOc1cccc(CC(=O)N2CCc3c([nH]c4ccccc34)C2c2ccc(SC)cc2)c1OCC (configuration not stated),-36%,-1%,13%[59 µM],-18%,47%[activator],1%,1%,?,-2
CCN1CC(CN(C)Cc2nc(-c3ccc(OC)c4ccccc34)oc2C)CC1=O (configuration not stated),-14%,1%,?,0%,?,7%,-1%,-23%,-3
COC(=O)C(=O)C1CCc2c(Cl)cc(OC)c(OC)c2C1=O (configuration not stated),nt,-17%,nt,?,16%,9%,-22%,?,-4
CNC(=O)COC(=O)c1ccc(NC(=O)CC#N)cc1,-4%,-5%,?,0%,23%,1%,-12%,-11%,-7
COc1ccccc1OCc1nnc(SCC(=O)Nc2nnc(C3CC3)s2)n1C,7%,-1%,2%,-17%,-7%,5%,11%,-1%,0
COc1ccc(Cl)cc1N(C)C(=O)c1ccc2c(=O)n3c(nc2c1)CCCCC3,0%,3%,8%[59 µM],0%,21%,3%,11%,-3%,1
Nc1ccc(C(=O)N/N=C/c2sc(N3CCOCC3)nc2-c2ccccc2)cc1,?,3%,32%[59 µM],0%,21%,3%,-20%,-28%,0
N/C(=N\OC(=O)COc1ccc(Cl)cc1Cl)c1cccnc1,3%,13%,-12%,-14%,33%,10%,-10%,-9%,2
O=C1CCc2cc(S(=O)(=O)NC(C(=O)Nc3ccc(F)cc3)c3ccccc3)ccc2N1 (configuration not stated),-18%,0%,1%[59 µM],-30%,?,-4%,-29%,-9%,-4
CCc1nnc(NC(=O)CSc2nccn2-c2cccc(C)c2)s1,-30%,1%,?,?,18%,9%,7%,-19%,-8
NS(=O)(=O)c1cc2c(cc1Cl)NCNS2(=O)=O,-1%,-3%&11%,10%[59 µM],3%&0%,45%&36%[activator],-15%,14%[56.9 µM],-14%&-4%,4&3&-2
OCCCNc1ncnc2sc3c(c12)CCN(Cc1ccccc1)C3,-12%,-9%,-32%[12.7 µM],57%[activator],36%,14%,31%,-26%,-8
O=C(C1CCC(=O)N(C2CCCC2)C1)N1CCN(c2ccccc2Cl)CC1 (configuration not stated),-10%[57.1 µM],0%,0%,7%,64%[activator],-1%,3%[56.9 µM],1%,8
CCC1CCCCN1C(=S)Nc1cccc(S(=O)(=O)N(C)C)c1 (configuration not stated),-21%,-8%,-41%,-5%,9%,-4%,5%,-13%,0
O=C(NC1CCCCCC1)c1c(O)nc2sccn2c1=O,-1%,1%,9%[0.501 µM],-13%,11%,5%,8%,-24%,0
Nc1cc(C(=O)O)ccc1Sc1ccccc1C(=O)O,-33%,9%,4.5µM*,?,-8%,-9%,-31%[56.9 µM],-32%,3
O=c1c2ccccc2nnn1-c1ccccc1,nt,-1%,nt,1%,52%[activator],-2%,-43%,-5%,0
CCCC(=O)N1CCc2cc(OC)c(OC)cc2C1COc1ccc2c(C)cc(=O)oc2c1 (configuration not stated),4%,-5%,20%[59 µM],-27%,49%[activator],-3%,-11%,1%,-1
COc1ccccc1NC(=O)NNC(=O)CN1C(=O)COc2ccccc21,1%,4%,11%,7%,15%[57 µM],-3%,10%,-10%,0
CC1(C)CC(=O)C=C(NNC(=O)OC(C)(C)C)C1,-31%,0%,?,-19%,39%[activator],12%,11%,-9%,8
O=C(N/C(=C/c1ccco1)C(=O)N1CCOCC1)c1cccs1,-13%,23%,nt,?,21%,-3%,28%,-14%,-6
CC(C)C(OC(=O)c1cc2sccc2n1C)C(=O)NCC1CCCO1 (configuration not stated),22%,5%,-2%,-12%,8%,nt,2%,-10%,-4
COc1ccc(-n2c(=O)cc(N3CC(C)OC(C)C3)[nH]c2=O)cc1 (configuration not stated),-4%,-3%,2%,5%,3%,9%,-42%,3%,3
CN1C[C@@H]2[C@@H]3C(=O)N(C)C(=O)[C@@H]3[C@](C)(C1=O)N2C(=O)c1ccc(Br)cc1,nt,1%,nt,-5%,35%,5%,-1%,-13%,1
Cc1ccc(Cl)cc1N1CCN(S(=O)(=O)c2cc3c(cc2C)NC(=O)CO3)CC1,9%,-8%,-4%,-3%,8%,-4%,-9%,-22%,1

# Source: PubChem (National Center for Advancing Translational Sciences (NCATS))
